# Screening data deposited in PubChem BioAssay by several laboratories.
# Rin1 Abl inh: human Rin1-Abl interaction inhibition | P00519+Q13671 | TR-FRET Rin1/Abl binding, biochemical | inhibition, % at 7.35 µM | 360,000 compounds, 0.4% hits | AID 588664; in the data active = inhibition above about 5%, passing the limit was not always enough
# MsrA act: bovine methionine sulfoxide reductase A activation; purified bovine MsrA, absorbance read-out; activation, % at 10.6 µM; 360,000 compounds, 0.3% hits; in the data active = activation above about 7.5%;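 also: 0% = vehicle and 100% = reference activator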
# FAS TE block: inhibitors of human fatty acid synthase thioesterase domain | recombinant FAS-TE, OMFH fluorogenic substrate, fluorescence endpoint | inhibition, % at 15 µM | 360,000 compounds, 0.67% hits | AID 602261;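 active = compounds whose normalised, plate-corrected inhibition of enzyme fluorescence in the single-dose primary screen is 50% or more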;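 also: 0% = DMSO with enzyme and 100% = substrate without enzyme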
# CSN inh: inhibitors of human CSN-mediated cullin deneddylation | Q92905 | Purified CSN, SCF-Nedd8-OG deneddylation, fluorescence polarization | inhibition, % at 12.5 µM | 360,000 compounds, 0.38% hits | AID 651999;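 active = pattern-corrected inhibition above about 35%, with an unprinted fluorescence ratio check between 0.5 and 1.5, limit read from the data, passing the limit was not always enough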;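 also: 0% = enzyme with substrate and 100% = substrate without enzyme; some results filed as inactive read as strong as hits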
# Target sequence (Q92905 whole entry, looked up, one chain of several): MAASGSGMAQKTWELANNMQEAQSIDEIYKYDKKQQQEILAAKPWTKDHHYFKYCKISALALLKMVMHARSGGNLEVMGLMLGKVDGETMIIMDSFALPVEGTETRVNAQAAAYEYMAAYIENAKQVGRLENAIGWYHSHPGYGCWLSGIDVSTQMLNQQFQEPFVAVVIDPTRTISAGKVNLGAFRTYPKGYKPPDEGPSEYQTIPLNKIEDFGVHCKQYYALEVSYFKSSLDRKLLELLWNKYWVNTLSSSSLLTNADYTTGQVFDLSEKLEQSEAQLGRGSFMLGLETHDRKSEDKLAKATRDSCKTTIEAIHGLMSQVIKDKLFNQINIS
#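 Schedule: reaction 90 min, room temperature / Assay system: HEK293T-derived human Csn5 enzyme / Input: Csn5 at 0.24 nM final / Measure: inhibition of Csn5 cleavage, % / Control set: substrate-only high control, full reaction low control / Technique: fluorescence polarization of the substrate / Buffer or medium: Tris/NaCl/DTT buffer, pH 7.5 / Reagent: SCFSkp2-Nedd8OG substrate at 10 nM final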
# Tb MetRS inh: blocks T. brucei methionyl-tRNA synthetase activity. purified T. brucei MetRS, ATP depletion, Kinase-Glo luminescence. inhibition, % at 11.9 µM. 360,000 compounds, 0.4% hits. AID 624268;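 active = inhibition above a per-plate cutoff of the control wells' mean inhibition plus 3 SD, cut at about 5.5% in these data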;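 also: 0% = DMSO wells median and 100% = median of wells with control inhibitor compound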
#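 assay system = parasite MetRS enzyme | timing = 15 min preincubation, 2 h reaction, all 25 °C | evaluation = percent inhibition relative to median high and low control wells | medium = HEPES buffer containing pyrophosphatase, BSA, spermine, DTT | compound = single dose, 11.9 µM final nominal, 0.9% final DMSO | detection = Kinase-Glo luminescence, ATP depletion format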
# E coli Lon inh: inhibits E. coli Lon protease | P0A9M0 | purified E. coli Lon protease, fluorescence polarization | inhibition, % at 7.94 µM | 360,000 compounds, 0.42% hits; in the data active = inhibition above about 13%, passing the limit was not always enough;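 also: 0% = enzyme with probe and DMSO and 100% = no enzyme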
# MsrA inh: bovine MsrA inhibition; purified bovine MsrA, absorbance read-out; inhibition, % at 15.5 µM; 360,000 compounds, 0.75% hits; in the data active = inhibition above about 4.5%;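 also: 0% = vehicle wells with enzyme and 100% = reference inhibitor wells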
# MLLE-PAM2 inh: inhibitors of microRNA-mediated deadenylation, human PABP1 MLLE binding. GST-MLLE / FITC-PAM2 fluorescence polarization. inhibition, % at 20 µM. 360,000 compounds, 0.36% hits. AID 588489; in the data active = inhibition above about 35%, passing the limit was not always enough;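 also: plate controls were DMSO wells with GST-MLLE for no effect and wells lacking GST-MLLE protein for full effect; some results filed as inactive read as strong as hits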
# Target sequence (P11940 whole entry, looked up): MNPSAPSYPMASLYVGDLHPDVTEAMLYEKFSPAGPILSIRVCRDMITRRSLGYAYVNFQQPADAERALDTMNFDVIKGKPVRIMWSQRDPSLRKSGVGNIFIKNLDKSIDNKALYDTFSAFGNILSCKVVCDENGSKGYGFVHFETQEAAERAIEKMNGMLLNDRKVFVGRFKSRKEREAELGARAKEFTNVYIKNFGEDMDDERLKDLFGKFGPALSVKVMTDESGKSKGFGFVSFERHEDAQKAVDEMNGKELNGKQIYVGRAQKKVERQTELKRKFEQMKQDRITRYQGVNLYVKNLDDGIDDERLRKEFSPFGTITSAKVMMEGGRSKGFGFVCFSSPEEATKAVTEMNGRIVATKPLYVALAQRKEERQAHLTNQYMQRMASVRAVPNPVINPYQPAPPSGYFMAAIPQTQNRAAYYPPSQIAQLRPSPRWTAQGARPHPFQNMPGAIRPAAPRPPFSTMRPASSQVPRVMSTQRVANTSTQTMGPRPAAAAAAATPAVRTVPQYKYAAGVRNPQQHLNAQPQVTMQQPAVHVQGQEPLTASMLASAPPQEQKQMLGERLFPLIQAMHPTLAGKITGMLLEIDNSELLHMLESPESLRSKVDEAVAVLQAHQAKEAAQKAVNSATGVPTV
# Neddyl block: blocks human cullin neddylation | P61081+Q13564 | TR-FRET cullin neddylation, biochemical | calls only at 25 µM | 360,000 compounds, 0.58% hits | AID 651699; in the data active = inhibition above about 36%
# * hit, by the source's call; i = inactive; x = no result given.
SMILES,Rin1 Abl inh,MsrA act,FAS TE block,CSN inh,Tb MetRS inh,E coli Lon inh,MsrA inh,MLLE-PAM2 inh,Neddyl block
CCOC(=O)C1CCN(C(=O)C2CCCN(c3ncnc4c3nc3n4CCCCC3)C2)CC1 (stereo not drawn),0.5,-2.0,0.3,1.8,0.2,-1.8,-0.1,-8.7,i
CCCCn1c(SCC(=O)NC2CC2)nnc1-c1ccncc1,2.2,0.3,-2.8,0.5,-0.3,-6.7,0.2,8.8,i
O=C(Nc1cccc(S(=O)(=O)N2CCCCC2)c1)C1CCCN1S(=O)(=O)c1ccccc1F (stereo not drawn),0.1,-2.1,22.6,-1.1,-0.3,-5.9,0.4,6.5,i
CC(C)(C)NS(=O)(=O)c1ccc(CCC(=O)NCc2cccnc2)cc1,3.6,-1.8,-5.7,0.2,0.6,-2.6,0.0,7.7,i
Cc1ccc(CCNC(=O)c2cc(S(=O)(=O)N3CCCC3)cn2C)cc1,0.3,-5.1,1.0,-0.2,-0.6,5.3,0.5,8.4,i
COc1cccc(NC(=O)N2CCN(c3cccc(C)c3)C(C)C2)c1 (stereo not drawn),-0.1,4.6,2.4,-3.5,-0.5,8.3,-0.5,1.3,i
CC(C)c1[nH]nc2c1C(c1cccs1)C(C#N)=C(N)O2 (stereo not drawn),-2.2,0.2,-9.4,-0.1,0.2,0.5,1.0,0.1,i
CCN(CC)C(=O)c1sc2nc(-c3ccccn3)[nH]c(=O)c2c1C,-1.9,-8.1,-2.8,3.5,-0.7,9.4,3.8,1.4,i
Cc1ccccc1OCCSc1nc2ccccc2n1CCC(=O)O,1.4,-1.7,-2.0,5.1,-0.7,-7.1,0.4,-16.8,i
Cn1c(NCCOc2ccccc2)nc2cc(-c3ccc(F)cc3)sc2c1=O,-2.2,2.5,-0.1,1.5,-0.2,-6.1,0.3,0.1,i
Cc1cc(C)c(NC(=O)CS)c(Cl)c1,-0.9,-5.7,-25.1,-1.9,-1.2,4.3,1.1,32.4,i
O=C(Cc1c(F)cccc1Cl)NCCCn1ccnc1,-0.5,-5.0,-10.2,5.1,-1.2,-6.1,-0.6,6.7,i

# The final 2 entries of the part above open the next one:
SMILES,Rin1 Abl inh,MsrA act,FAS TE block,CSN inh,Tb MetRS inh,E coli Lon inh,MsrA inh,MLLE-PAM2 inh,Neddyl block
Cc1cc(C)c(NC(=O)CS)c(Cl)c1,-0.9,-5.7,-25.1,-1.9,-1.2,4.3,1.1,32.4,i
O=C(Cc1c(F)cccc1Cl)NCCCn1ccnc1,-0.5,-5.0,-10.2,5.1,-1.2,-6.1,-0.6,6.7,i
OCC[C@H]1C[C@H](O)[C@@H](O)[C@]2(CCCO2)O1,3.4,-6.3,-11.7,-0.2,0.7,-3.1,-0.5,6.7,i
CCC(Oc1ccccc1)C(=O)Nc1nnc(S(=O)(=O)Nc2ccccc2)s1 (stereo not drawn),0.7,-7.0,-5.8,0.6,-1.0,3.5,-1.1,-36.5,i
Cc1ccccc1NC(=O)Nc1nc(C(N)C2CCCCC2)cs1 (stereo not drawn),-1.5,-8.3,-5.7,0.8,-0.5,-0.6,1.7,-7.1,i
O=C(COC(=O)/C=C/c1cccc(C(F)(F)F)c1)NCc1ccccc1,-0.7,0.3,-12.5,-4.3,0.7,0.9,0.9,9.7,i
Cc1cc(N)n2nc(-c3ccccc3)c(-c3ccccc3)c2n1,-2.7,-2.0,19.0,5.3,-0.3,7.0,x,-6.5,x
CC(C)(C)Sc1ccc(N)nc1,2.5,-1.9,-8.5,-4.4,-0.2,-6.2,-0.3,4.7,i
Cc1cc(-c2ccc(/C=N/n3cnnc3)o2)c(C)c([N+](=O)[O-])c1,-6.6,-4.8,59.6*,0.3,-0.2,5.9,0.0,-16.5,i
Cc1[nH]c(C)c2c(=O)n(Cc3ccccc3Cl)ncc12,-2.3,-2.4,1.7,-5.2,-0.1,2.2,-1.1,-7.1,i
COc1cc(/C=N/NC(=O)Cc2ccccc2)ccc1Oc1ccc([N+](=O)[O-])cc1[N+](=O)[O-],-3.3,-5.3,58.7*,2.9,-0.9,-4.7,-0.1,-3.5,i
Cc1ccc(C(=O)NCCCNC(=O)c2ccco2)cc1C,2.1,-0.3,-3.0,0.9,-0.5,4.7,-0.1,12.7,i
Cc1cccc(C(=O)Nc2nnc(C3=COCCO3)o2)c1,-4.2,-2.8,-2.1,-9.3,-0.5,-7.1,1.6,2.3,i
C=CCOc1nc2c(c(=O)n(C)c(=O)n2C)n1Cc1ccccc1Cl,0.2,-0.9,7.0,-0.7,-0.1,3.3,0.2,-0.6,i
CCn1nc(C)c(/C=N\NC(=O)c2ccc3c(c2)OCO3)c1C,-5.2,-2.4,-3.2,2.7,-0.3,9.7,1.7,-9.3,i
Cc1cccc(CSCc2ccc(C(=O)NC3CCCC3)o2)c1,1.6,-2.1,-6.2,-4.3,-0.1,4.4,-0.6,-6.0,i
CCOC(=O)c1ccccc1NC(=O)Cn1cnc2c(cnn2-c2ccccc2)c1=O,1.5,0.0,5.6,-2.3,-0.3,0.8,-0.3,7.9,i
Cc1ccc(SCC(=O)NC2CCCCCC2)cc1,-1.3,-4.0,-1.7,0.2,-0.7,-9.2,-1.1,5.9,i
O=C(Nc1ccccc1N1CCN(C(=O)c2ccccc2)CC1)c1cc2ccccc2o1,0.0,-1.8,29.7,-1.4,-0.5,-0.8,-0.5,-7.1,i
COC(=O)c1cc2occc2n1CC(=O)Nc1ccc(C)cc1C,2.4,-0.7,-2.8,-2.2,0.1,3.2,0.6,19.5,i
CC1CN(C(=O)COC(=O)c2ccc3ccccc3c2)CC(C)O1 (stereo not drawn),1.2,-3.6,-9.6,-2.2,-0.3,-8.0,0.2,-7.0,i
O=S(=O)(c1ccccc1Br)N(CC(O)COCc1ccccc1)C1CC1 (stereo not drawn),-2.8,-1.4,18.7,-3.6,0.0,1.4,0.8,5.1,i
CS(=O)(=O)Nc1ccc(C(=O)NCCSc2ccc(Cl)cc2)cc1,-1.3,-3.0,1.8,-0.7,0.0,-2.0,-1.4,-3.9,i
O=C(/C=C/c1ccc(F)cc1)Nc1ccc(S(=O)(=O)N2CCOCC2)cc1,-1.1,-4.3,14.1,-3.5,0.2,1.5,0.1,-2.5,i
Fc1ccc(NC(=S)N2CCCC2)cc1,-2.0,-2.2,-10.9,4.5,-0.7,6.7,0.5,-92.7,i
CCOC(=O)C1=CC[C@@H](c2ccc([N+](=O)[O-])cc2)N(S(=O)(=O)c2ccc(C)cc2)[C@H]1c1ccccc1,-1.2,-1.5,28.8,-2.8,0.0,-11.1,-1.9,-8.6,i

# Just Rin1 Abl inh, Neddyl block and CSN inh (2 entries from above):
molecule,Rin1 Abl inh,Neddyl block,CSN inh
Fc1ccc(NC(=S)N2CCCC2)cc1,-2.0,i,4.5
CCOC(=O)C1=CC[C@@H](c2ccc([N+](=O)[O-])cc2)N(S(=O)(=O)c2ccc(C)cc2)[C@H]1c1ccccc1,-1.2,i,-2.8

# Next part:
SMILES,Rin1 Abl inh,MsrA act,FAS TE block,CSN inh,Tb MetRS inh,E coli Lon inh,MsrA inh,MLLE-PAM2 inh,Neddyl block
CC1CN(C(=O)CCc2ccccc2)C(C)CN1C(=O)CCc1ccccc1 (stereo not drawn),4.9,-0.2,-0.5,1.5,-0.1,2.5,-0.5,10.1,i
O=C(CN1CCN(c2ccccn2)CC1)Nc1cccc(Br)c1,0.1,-2.4,2.3,3.0,-0.6,-0.7,-0.3,-16.9,i
O=C1CN(C(=O)c2cc(F)cc(F)c2)c2ccccc2N1,0.6,-3.6,-3.6,-1.8,-0.9,2.4,0.1,-0.6,i
CSc1ncccc1C(=O)N(C)CC(=O)Nc1ccc(Cl)c(C(F)(F)F)c1,1.6,-1.7,4.2,-4.5,-0.1,4.5,1.0,2.5,i
Cc1ccccc1C1NC(=S)NC2=C1C(=O)CC(C)(C)C2 (stereo not drawn),-2.1,-3.1,-2.8,-6.2,-0.6,-1.6,0.7,-33.6,i
CC(C)(C)C(=O)Nc1cc(C(F)(F)F)ccc1-n1ccnc1,1.8,-8.3,-1.9,9.6,-0.9,-7.6,-0.5,2.2,i
O=C(CCc1nc2ccccc2[nH]c1=O)N/N=C/c1ccccc1,-2.5,-4.2,-1.3,9.1,-0.6,-17.1,-0.1,1.8,i
CC(=O)Oc1ccc(C2=NN(c3ccccc3)C(c3ccccc3)C2)cc1 (stereo not drawn),3.1,-2.1,25.1,2.6,-0.8,0.7,0.5,-3.6,x
O=C(Nc1cccc(-n2cnnn2)c1)c1ccc(Cl)cc1Cl,-2.1,-2.6,4.8,1.1,4.2,-10.8,0.5,13.3,i
COc1cccc(C2Cc3ccccc3C(=O)O2)c1 (stereo not drawn),0.9,-2.4,-0.8,-0.5,-0.3,3.2,-0.1,2.3,i
CSCCC(NC(=O)c1ccccc1Cl)C(=O)N1CCCC(C)C1 (stereo not drawn),-1.5,-9.6,-2.0,0.3,-0.5,2.5,0.6,-6.4,i
Cc1ccc(C)c(OCC(=O)Nc2ccncc2)c1,-2.7,-3.5,-4.9,0.1,0.5,-9.2,0.8,-13.1,i
O=C(NCCN1C(=O)S/C(=C\c2cccnc2)C1=O)c1cccc(OC(F)F)c1,-2.2,-2.3,-1.1,-9.1,0.5,-5.2,1.1,11.1,i
COc1ccccc1Cc1c(-c2ccc(OC)c(OC)c2)nc2c3ccccc3ccn12,3.8,-1.2,16.9,2.7,-0.6,-0.8,1.3,4.7,i
COCC(C)NC(=O)C(C)Oc1ccccc1 (stereo not drawn),-1.9,-6.5,-10.8,-4.0,-0.6,-0.1,0.8,10.4,i
CCc1nnc(NC(=O)[C@@H]2CCCN2S(=O)(=O)c2ccc3c(c2)OCCO3)s1,0.3,-8.0,-5.9,6.7,-0.5,0.3,0.0,13.2,i
CC(=O)N1CCC(C(=O)N2c3ccccc3N=C(c3ccc4c(c3)OCO4)C2C(=O)NCc2ccccc2)CC1 (stereo not drawn),x,x,x,-1.1,-0.5,x,3.7,x,i
CC1(C)CC(=O)C(C(=O)CCCCC(=O)C2C(=O)CC(C)(C)CC2=O)C(=O)C1,-7.0,-2.0,-5.6,-4.7,-0.2,-6.0,1.4,12.2,i
Cc1noc(C)c1C(=O)OCC(=O)Nc1ccccc1C(=O)NC(C)c1ccccc1 (stereo not drawn),-1.1,-0.8,12.1,1.0,-0.3,3.1,1.3,-0.4,i
Cc1cccc(NC(=O)c2cnc3ccccn3c2=O)c1,2.9,-1.6,3.0,3.0,-0.3,1.6,1.3,-7.9,i
CCOC(=O)C1=C(COC(=O)CNC(=O)c2ccc(C(C)(C)C)cc2)NC(=O)NC1C (stereo not drawn),5.5,-5.9,2.4,0.0,-0.4,-7.3,0.5,-3.7,i
O=C(c1ccccc1)c1ccc(O)cc1O,-1.7,-6.4,-82.4,-77.7,-0.6,-9.8,5.6*,173.1,i
Oc1c(Br)cc(Br)cc1/C=N/c1nccs1,-2.3,-1.4,0.8,7.5,0.1,-30.7,-0.9,8.2,i
CCc1nn(C)c(N)c1C,1.0,0.1,-3.1,-0.4,-0.5,11.0,-0.5,-4.0,i
COC(=O)C1=C(C)N(Cc2ccccc2)C(=O)N[C@H]1c1ccccc1,2.1,-10.9,2.3,-2.5,-0.7,-6.4,-1.5,-6.5,i
O=C(N/N=C/c1ccc(COc2ccc(Br)cc2)o1)c1ccco1,-1.7,-4.9,-8.7,-5.1,-0.2,-6.3,3.7,2.9,i
